Assay outcomes (PubChem)
FLuc modulator = counter-screen for miR-21 project: firefly luciferase inhibitors or activators. purified FLuc, Km substrates, luminescence inhibition. 360,000 tested, 6.9% active. Potency, µM (highest dose often 57.5 µM), without a hit: at the highest dose activity change, negative = inhibition, usual class: inhibitors. AID 588342. P08659;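 note: potency is the fitted concentration of half-maximal effect; plate controls were vehicle for no effect and reference inhibitor for full effect; nearly all actives have a fitted effect of over 55% in size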
Target sequence (P08659 whole entry, looked up): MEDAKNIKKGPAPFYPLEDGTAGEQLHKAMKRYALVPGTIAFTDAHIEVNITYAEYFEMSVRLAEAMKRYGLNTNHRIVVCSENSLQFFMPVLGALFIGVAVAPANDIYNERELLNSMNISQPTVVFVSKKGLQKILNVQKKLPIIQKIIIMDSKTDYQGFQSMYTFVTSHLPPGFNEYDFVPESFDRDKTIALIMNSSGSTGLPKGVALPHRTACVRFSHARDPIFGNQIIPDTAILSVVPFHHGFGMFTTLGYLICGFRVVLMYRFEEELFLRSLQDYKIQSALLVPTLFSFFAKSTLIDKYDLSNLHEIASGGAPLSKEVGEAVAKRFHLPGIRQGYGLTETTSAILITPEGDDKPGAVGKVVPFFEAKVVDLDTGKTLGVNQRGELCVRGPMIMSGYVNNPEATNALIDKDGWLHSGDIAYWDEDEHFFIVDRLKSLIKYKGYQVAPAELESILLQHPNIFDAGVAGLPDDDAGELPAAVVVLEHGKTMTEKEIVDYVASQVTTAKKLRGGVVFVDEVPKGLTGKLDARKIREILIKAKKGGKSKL
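Purified P. pyralis luciferase (10nM final) with 10uM D-luciferin and 10uM ATP (Km levels) in 50mM Tris acetate pH 7.5, 10mM Mg acetate, 0.01% Tween-20, 0.05% BSA; qHTS 6-point titration, ~60 µM downward; luminescence read.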
NPC1 prom act = NPC1 promoter activation | 320,000 tested, 2.4% active | Huh7 NPC1 promoter luciferase reporter, 24 h | Potency, µM (series often up to 9.22 µM), inactives show at the highest dose activation, actives largely listed as activators;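 note: potency is the fitted concentration of half-maximal effect; % of control where 0% means no effect; nearly all actives have a fitted effect of over 60% in size; reporter is driven by a mutant NPC1 promoter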
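Cells: Huh7 expressing luciferase under the NPC1 promoter, 1500/well. Seeded 2 h, compound added, incubated 24 h at 37 °C. Luciferase reagent, 10 min ambient, then luminescence.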
MBNL1-CUG inh = inhibitors of human MBNL1 binding to CUG repeat RNA | TR-FRET MBNL1-His/biotin-(CUG)12 binding, 665/545 ratio | Potency, µM (top dose mostly 57.5 µM), without a hit: at the highest dose activity change, negative = inhibition, usual class: inhibitors | 280,000 tested, 0.036% active | AID 2675; active = well fitted inhibition curve with a large enough effect in the signal ratio, with a control signal flat, not every such curve was filed as active; inconclusive = small, poorly fitted or top-dose-only effect, or effect the other way, or a change in a side signal; inactive = no such curve, though single readings can be large or run the other way; the % refers to the signal ratio; note: potency is the fitted concentration of half-maximal effect; % is set by controls: 0 for no effect and ±100 for the full control effect
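Ratiometric TR-FRET (665 over 545 nm, excitation 340 nm) tracks disruption of MBNL1-His/biotin-(CUG)12 complex after 60 min at room temperature, with compounds at 92 nM to 58 uM final.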
Rab9 prom act = activates the Rab9 promoter; Potency, µM (series often up to 9.22 µM), for inactives: top-dose activation, negative = inhibition, usual class: activators; 320,000 tested, 2.8% active; Huh7 Rab9 promoter-luciferase reporter, luminescence, 24 h; AID 485297; note: potency is the fitted concentration of half-maximal effect; % of control where 0% means no effect; nearly all actives have a fitted effect of over 60% in size
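Steps: seed 1500 Huh7 Rab9-luc cells per well, rest 2 h at 37 °C; add compound in DMSO; incubate 24 h; add luciferase reagent, 10 min ambient; read luminescence.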
KCNH2 3.1 inh = KCNH2 3.1 (human) potassium channel inhibition | 340,000 tested, 0.95% active | U2OS KCNH2 3.1, thallium flux FluxOr; stronger effect = lower value | activity change, % (tested at about 1.8 µM);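 active = maximum activity change below -70%; inconclusive = maximum activity change from -70% to -50%; inactive = maximum activity change above -50%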;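 note: thallium influx rate constant from kinetic fluorescence after stimulation buffer; % is set by controls: 0 for no effect and ±100 for the full control effect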
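Steps: virus added to U2OS suspension (4 h, RT, dark); medium with 10% FBS added, cells plated, 37 C overnight; FluxOr/Red40 loading buffer 45 min RT; stimulation buffer, 2 min kinetic read; rate constant normalized.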
ELG1 DNA repair = blocks ELG1-dependent DNA repair in HEK293T cells. HEK293T ELG1-luciferase reporter, luminescence, 16 h; DNA damage induced by 5-fluorouridine. 330,000 tested, 2.3% active. Potency, µM (top dose mostly 46.1 µM), without a hit: at the top dose activity change, negative = inhibition, hits mostly inhibitors. AID 504467; note: potency is the fitted concentration of half-maximal effect; % is set by controls: 0 for no effect and ±100 for the full control effect; nearly all actives have a fitted effect of over 55% in size
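DMSO vehicle served as the neutral condition. Each well held 2,000 cells given 5-fluorouridine plus compound; after 16 hr at 37 °C/5% CO2, ONE-Glo was added and luciferase measured 30 min later.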
Mito fusion act = inhibitors of mitochondrial division or activators of mitochondrial fusion; S. cerevisiae fusion-defective mutant growth rescue, CellTiterGlo 48 h; Potency, µM (highest dose often 46.1 µM), without a hit: at the highest dose growth rescue (activation), usual class: activators; 320,000 tested, 0.23% active; AID 485298;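 note: potency is the fitted concentration of half-maximal effect; % of control where 0% means no effect; nearly all actives have a fitted effect of over 45% in size; temperature-sensitive fusion mutants such as fzo1-1 at 37 °C on non-fermentable ethanol glycerol medium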
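Growth-rescue viability read-out: after 48 h at the non-permissive 37C in glycerol/ethanol YPEG, yeast mitochondrial fusion mutants are measured by CellTiterGlo luminescence; compounds (23 nl pinned per well) restoring growth score as division inhibitors or fusion activators.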
PKM2 activator = increases activity of human pyruvate kinase M2. P14618. purified PKM2, Kinase-Glo ATP luminescence, activation; response scale: 0% is enzyme alone, no compound. Potency, µM (titrated, usually from 57.5 µM), for the others: at the highest dose activation, most hits filed as activators. 260,000 tested, 0.34% active. AID 1631; note: potency is the fitted concentration of half-maximal effect; % is set by controls: 0 for no effect and ±100 for the full control effect; nearly all actives have a fitted effect of over 55% in size
Target sequence (P14618 whole entry, looked up): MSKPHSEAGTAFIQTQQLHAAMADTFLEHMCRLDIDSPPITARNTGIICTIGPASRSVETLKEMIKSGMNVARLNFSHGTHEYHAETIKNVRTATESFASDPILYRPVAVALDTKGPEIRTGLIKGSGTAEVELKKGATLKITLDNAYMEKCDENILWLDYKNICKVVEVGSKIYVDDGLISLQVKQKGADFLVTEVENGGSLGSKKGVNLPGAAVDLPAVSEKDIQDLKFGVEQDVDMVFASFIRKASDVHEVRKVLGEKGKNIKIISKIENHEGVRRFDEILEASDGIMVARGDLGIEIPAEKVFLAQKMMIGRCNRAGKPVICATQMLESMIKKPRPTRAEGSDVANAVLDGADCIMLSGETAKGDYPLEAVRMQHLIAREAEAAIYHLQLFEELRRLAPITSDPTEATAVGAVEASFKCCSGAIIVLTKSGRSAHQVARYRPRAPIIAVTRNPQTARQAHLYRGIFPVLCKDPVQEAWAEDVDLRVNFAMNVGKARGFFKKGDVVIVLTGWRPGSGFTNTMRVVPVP
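Purified hPK-M2 (>95% pure) converted ADP (0.1 mM final) to ATP with 0.5 mM PEP in 50 mM imidazole pH7.2, KCl, MgCl2, Tween 20, BSA; 1 h at room temperature. ATP detected by Kinase-Glo luminescence.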
Menin MLL FP TR = inhibitors of human menin-MLL interaction, mutant MLL peptide; O00255; Menin + Texas Red MLL mutant peptide, fluorescence polarization; Potency, µM (highest dose often 61.6 µM), for inactives: at the top dose FP activity change, negative = inhibition, actives largely listed as inhibitors; 270,000 tested, 0.23% active; active = well fitted inhibition curve with a large enough effect in the polarisation, with a control signal flat, not every such curve was filed as active; inconclusive = small, poorly fitted or top-dose-only effect, or effect the other way, or a change in a side signal; inactive = no such curve, though single readings can be large or run the other way; the % refers to the polarisation; note: potency is the fitted concentration of half-maximal effect; % of control where 0% means no effect; many of its hits are not listed in these tables
RORg inh = ROR gamma (mouse) transcription inhibition; P51450; Drosophila S2 Gal4-RORgamma UAS-luciferase reporter, 20 h; Potency, µM (series often up to 53.6 µM), for inactives: top-dose activity change, negative = inhibition, usual class: inhibitors; 310,000 tested, 5.4% active; AID 2551; note: potency is the fitted concentration of half-maximal effect; % is set by controls: 0 for no effect and ±100 for the full control effect; nearly all actives have a fitted effect of over 60% in size
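ROR gamma transcriptional activity was tracked as Gal4-UAS luciferase output in stably transfected Drosophila Schneider cells, with compound added 1 hr before 700 uM copper sulfate induction and a 20 hr ambient-temperature incubation.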
Gal4-VP16 FLuc = inhibits Gal4-VP16 luciferase reporter, ROR gamma counter-screen. 310,000 tested, 3.5% active. Potency, µM (highest dose often 53.6 µM), inactives show top-dose activity, negative = inhibition, actives largely listed as inhibitors. Drosophila S2 Gal4-VP16 UAS-luciferase, luminescence, 20 h. AID 2546;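 note: Gal4-VP16 expression switched on by copper sulfate through the metallothionein promoter; potency is the fitted concentration of half-maximal effect; % is set by controls: 0 for no effect and ±100 for the full control effect; nearly all actives have a fitted effect of over 50% in size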
* = called active by the depositor; ? = inconclusive; . = no result given; [ ] = dose if it differs, or a comment. Unless noted, calls come from the whole dose curve; as a rule, active = well fitted curve in the direction sought with a large enough effect; inconclusive = small, poorly fitted or top-dose-only effect, or another doubt; inactive = no such curve, though single readings can be large; an effect the other way counts as inactive or inconclusive. These rows are one share of the data (hit frequency here may not be typical).

Values in the order: FLuc modulator | KCNH2 3.1 inh | Mito fusion act | MBNL1-CUG inh | NPC1 prom act | ELG1 DNA repair | Menin MLL FP TR | RORg inh | Gal4-VP16 FLuc | PKM2 activator | Rab9 prom act
Cc1ccc(C)c(NS(=O)(=O)c2ccc(OCC(=O)NCc3cccnc3)cc2)c1
    -2% | 5 | 2% | -2% | 1% | -8% | 11% | 32% | -9% | -5% | -2%
C/C(=N/NC(=O)c1ccccc1)C1=C(O)CC(C)(C)CC1=O
    -6% | -2 | 0% | 2% | -1% | 4% | 4% | -6% | 5% | -10% | -5%
COc1ccc(CN2CCNC(=O)C2CC(=O)N2CCCN(C(C)=O)CC2)cc1OC (stereo not given)
    1% | 6 | -5% | -1% | 1% | 28% | 0% | -2% | -8% | -1% | -3%
Cc1nn(C)c(C)c1N1C(=O)c2cccc3c(N)ccc(c23)C1=O
    -1% | -5 | 6% | 31%[activator][11.5 µM] | -2% | 6% | -7% | -5% | -1% | 1% | 1%
CC(=O)Nc1sc(C)c(C)c1C(=O)OCC(=O)N(Cc1ccccc1)C(C)C
    -1% | -4 | 0% | . | 0% | -22% | . | . | . | . | 3%
CCOC(=O)CC(NC(=O)C1c2ccccc2Oc2ccccc21)c1ccc(C)cc1 (stereo not given)
    0% | 1 | 2% | 0% | 0% | -1% | -3% | 5% | 0% | -2% | -2%
CCCCN(C)S(=O)(=O)c1ccc(C(=O)Nc2nnc(C3=COCCO3)o2)cc1
    ? | 24 | 24% | 2% | -2% | 15µM* | ? | 0.71µM* | 1.8µM* | 5% | 1%
Nc1nonc1-n1nncc1-c1ccccc1
    -1% | 26 | -2% | 3% | -2% | 15% | 11% | 4% | 7% | -1% | 0%
Cc1cc(C)c(S(=O)(=O)N2CCCC2=O)c(C)c1N(C)S(C)(=O)=O
    0% | 2 | -2% | -5% | 1% | 3% | -4% | -34% | 5% | -1% | 5%
CCSc1nnc(CSc2ncccn2)n1C
    5% | -7 | 0% | -5% | 0% | 15% | 0% | -5% | -14% | 0% | 4%
CCc1cc2c(NCCN3CCCCC3)ncnc2s1
    -2% | 4 | -1% | -6% | 2% | -19% | ? | 5% | 4% | 5% | -5%
Cc1ccc(-c2nnc3c4ccccc4c(C)nn23)cc1NC(=O)CN1CCOCC1
    -3% | . | -5% | 12% | -3% | 0% | 8% | -10% | 0% | -1% | -4%
CC(C)c1ccc(N(C(=O)c2csnn2)C(C(=O)NC2CCCC2)c2cccnc2)cc1 (stereo not given)
    -3% | -1 | -5% | -2% | -6% | -9% | -11% | -26% | 1% | -9% | -4%
CC1CCc2cc(F)ccc2N1C(=O)c1cccs1 (stereo not given)
    -3% | -15 | -3% | -19% | 5% | 5% | -26% | 22% | 7% | 6% | -15%
Oc1ccccc1C1NN=C(c2ccccc2)S1 (stereo not given)
    0.48µM* | 21 | -8% | 14% | ? | ? | ? | ? | ? | -4% | ?
CSc1ccccc1C(=O)Nc1c(C)cccc1C
    3% | 4 | 5% | -7% | -4% | -15% | 7% | 28% | -2% | 0% | -2%
COc1cccc(C(=O)NC(c2ccccc2)C2CCCC2)c1 (stereo not given)
    0% | -8 | 10% | -5% | -4% | 0% | ? | 3% | -6% | -1% | -12%
COc1cccc(-n2c(SCC(N)=O)nnc2-c2ccncc2)c1
    -27% | 7 | -8% | 0% | 0% | 1% | -17% | -13% | -6% | 0% | 0%
C=CCN1C(=O)C2C3CC(=O)C(c4ccccc43)C2C1=O (stereo not given)
    -1% | -1 | 0% | -1% | 2% | 24% | -10% | 5% | -8% | 3% | 4%
COc1ccc(Nc2nc(C(=O)N3CCc4cc(OC)c(OC)cc4C3)cs2)cc1
    -6% | -22 | 30% | 1% | 3% | 16µM* | . | ? | -12% | 2% | -5%

Continued, starting with the last 2 of the part before.
Values in the order: FLuc modulator | KCNH2 3.1 inh | Mito fusion act | MBNL1-CUG inh | NPC1 prom act | ELG1 DNA repair | Menin MLL FP TR | RORg inh | Gal4-VP16 FLuc | PKM2 activator | Rab9 prom act
C=CCN1C(=O)C2C3CC(=O)C(c4ccccc43)C2C1=O (stereo not given)
    -1% | -1 | 0% | -1% | 2% | 24% | -10% | 5% | -8% | 3% | 4%
COc1ccc(Nc2nc(C(=O)N3CCc4cc(OC)c(OC)cc4C3)cs2)cc1
    -6% | -22 | 30% | 1% | 3% | 16µM* | . | ? | -12% | 2% | -5%
O=C(O)c1ccc(CSCc2ccccc2Cl)o1
    -2% | -9 | 20% | -7% | -4% | -7% | 0% | 6% | -27% | . | -3%
O=c1[nH]c2c(c(=O)[nH]1)CCC2
    0% | -7 | -7% | -13% | 0% | 0% | 11% | -1% | 6% | . | 2%
CC(=O)Nc1ccc(Nc2nc(C)c([N+](=O)[O-])c(N(C)c3ccccc3)n2)cc1
    -15% | 1 | -6% | -7% | -1% | 21µM* | . | 1% | -2% | -1% | -19%
Nc1c(-c2ccccc2)cnn1-c1ccccc1
    11µM* | -9 | -8% | -3% | 3.2µM* | ? | 14% | -29% | -8% | . | 3.5µM*
Cc1ccccc1CSCC(=O)NC1CCCC1
    -14% | 1 | 3% | -6% | 13% | ? | . | 2% | ? | 1% | 4%
COc1cc(NC(=O)c2ccc(C)cc2C)ccc1NC(=O)c1cc2ccccc2o1
    1% | -42 | -1% | ? | -12% | 6% | 32%[activator] | 1.6µM* | ? | 8% | -6%
CCC(C)(C)c1ccc(OCCN2C(=O)NC(C)(C)C2=O)cc1
    2% | -13 | 1% | 0% | 0% | 1% | -6% | 14% | -10% | -2% | 2%
COc1ccc(-c2noc(CCC(=O)N3CCN(Cc4ccccc4)CC3)n2)cc1
    ? | -13 | 2% | -1% | -1% | ? | -1% | ? | -18% | -2% | 2%
O=C(CCN1CCc2ccccc2C1)Nc1ccc(F)cc1
    4% | 1 | 3% | 6% | -5% | -3% | . | 16% | 0% | 0% | -8%
Cc1cc(C)nc(CCNC(=O)c2cc(COc3ccc(F)cc3Cl)on2)n1
    ? | 7 | 5% | -3% | 8% | -5% | 1% | 28% | -2% | 0% | -9%
COc1ccccc1NS(=O)(=O)c1ccc2c(c1)CCN2C(=O)CCC(=O)O
    -2% | -3 | -4% | -7% | -6% | 10% | ? | 32% | -16% | . | 1%
Cc1ccc(NC(=S)N2CCC(C(N)=O)(N3CCCCC3)CC2)c(C)c1
    -1% | -1 | -6% | -2% | -4% | 0% | 3% | -2% | -9% | 1% | 0%
COc1ccc(OC)c2sc(N(CCCN(C)C)C(=O)CCS(=O)(=O)c3ccccc3)nc12
    3% | -33 | 0% | . | -9% | ? | . | . | . | . | -1%
CCc1cc(-c2n[nH]c(=S)n2CC)cs1
    -1% | 2 | -9% | -9% | 3% | 8% | 1% | ? | 10µM* | -20% | -4%
CC(C)c1ccc(NC(=O)CCNS(=O)(=O)c2ccc3[nH]c(=O)oc3c2)cc1
    ? | -4 | 2% | -1% | 0% | 14% | . | -1% | 4% | . | -1%
CN(CC(=O)Nc1ccccc1Br)C(=O)COc1ccc2ccccc2c1
    -22% | 1 | 11% | . | 1% | 0% | . | . | . | . | -5%
CC(OC(=O)/C=C/c1ccccc1)C(=O)N1CCc2ccccc21 (stereo not given)
    0% | -3 | 2% | . | -2% | -1% | . | . | . | . | -6%
Cc1ccc(NC(=O)c2ccc(Cl)c(S(=O)(=O)N3CCCC3)c2)nc1
    ? | 3 | -4% | . | -1% | -4% | . | . | . | . | 0%
Cc1ccc(Cn2ccc(NC(=O)CCSc3nc(-c4ccco4)cc(C(F)(F)F)n3)n2)cc1
    0% | -6 | 4% | 8% | -5% | ? | 2% | 24% | 1% | 9% | -8%
CC(C)c1ccc(NC(=O)CN2CCN(c3ccccn3)CC2)cc1
    -6% | 1 | 11% | 4% | 2% | -1% | -1% | 19% | 1% | . | 5%
CCOCC(=O)N(CC)Cc1ccccc1
    1% | 6 | 1% | 6% | -3% | 7% | 7% | -18% | -4% | -5% | -1%
